Screening data (PubChem)
Peg3 promoter: reduces Peg3 promoter-driven luciferase expression in HeLa. HeLa PEG-Prom luciferase reporter, luminescence, overnight. inhibition, % at 20 µM. 1.7% of 360,000 active;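 active means inhibition of at least 50% at 20 µM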
NR2E3 ag-1: human photoreceptor-specific nuclear receptor agonism. 0.35% of 360,000 active. inhibition of corepressor binding, % at 3.98 µM. Q9Y5X4. CHO-S Gal4-NCOR/VP16-NR2E3 two-hybrid, luciferase. AID 602229;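 active means inhibition above the mean of all tested compounds plus 3 SD, cut at about 70% in these data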;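 further: 0% = DMSO with NR2E3 transfected cells and 100% = cells lacking NR2E3 construct; higher means lower luciferase signal from less NR2E3 corepressor binding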
Target sequence (Q9Y5X4 whole entry, looked up, the tested form may be a part): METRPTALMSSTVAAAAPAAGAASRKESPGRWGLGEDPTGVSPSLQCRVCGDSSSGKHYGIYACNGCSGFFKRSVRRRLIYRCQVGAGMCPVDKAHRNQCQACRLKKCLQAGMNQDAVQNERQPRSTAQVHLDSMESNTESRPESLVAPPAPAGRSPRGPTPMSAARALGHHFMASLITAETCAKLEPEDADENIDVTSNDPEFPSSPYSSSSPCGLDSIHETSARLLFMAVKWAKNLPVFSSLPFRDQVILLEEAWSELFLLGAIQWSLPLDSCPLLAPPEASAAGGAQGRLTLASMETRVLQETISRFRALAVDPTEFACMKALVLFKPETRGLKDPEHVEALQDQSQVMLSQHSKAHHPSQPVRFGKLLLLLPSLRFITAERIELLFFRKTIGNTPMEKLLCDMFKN
MITF TRPM1 inh: reduces MITF-dependent TRPM1 promoter luciferase signal; SK-MEL-5 TRPM1 promoter luciferase, 24 h; inhibition, % at 12.5 µM; 0.83% of 330,000 active;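 active means mean inhibition across replicates of 60% or more, whatever share of single replicates reaches that level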; further: values of inactives mirror those of a sister screen read the other way
hiPSC survival: increases survival of single human iPS cells | hiPSC single-cell survival, ATPlite luminescence; 100% = ROCK inhibitor wells, 0% = DMSO | survival enhancement, % at 20 µM | 0.044% of 360,000 active | AID 602274; in the data active means survival enhancement above about 18%;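 further: cells exposed to compounds for 16 hours before the ATP read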
HIF-2a inh: HIF-2a inhibition; 786-0 RCC cells HIF-2a reporter, luciferase luminescence, overnight; 0.72% of 360,000 active; inhibition, % at 18.8 µM;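 active means inhibition of the luminescence signal of 40% or more relative to plate controls, in a single-dose primary screen at 18.75 µM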
m5-HT2A agonist: activates the mouse 5-HT2A serotonin receptor. P35363. CHO-K1 mHTR2A beta-arrestin complementation, luminescence; percent of 30 µM serotonin response. activation, % at 7.6 µM. 0.66% of 360,000 active. AID 624169;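 active means activation above a run cutoff, the mean activation of all tested compounds plus 3 SD, cut at about 14% in these data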;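 further: 0% = plate median of compound wells and 100% = 30 µM serotonin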
Target sequence (P35363 whole entry, looked up): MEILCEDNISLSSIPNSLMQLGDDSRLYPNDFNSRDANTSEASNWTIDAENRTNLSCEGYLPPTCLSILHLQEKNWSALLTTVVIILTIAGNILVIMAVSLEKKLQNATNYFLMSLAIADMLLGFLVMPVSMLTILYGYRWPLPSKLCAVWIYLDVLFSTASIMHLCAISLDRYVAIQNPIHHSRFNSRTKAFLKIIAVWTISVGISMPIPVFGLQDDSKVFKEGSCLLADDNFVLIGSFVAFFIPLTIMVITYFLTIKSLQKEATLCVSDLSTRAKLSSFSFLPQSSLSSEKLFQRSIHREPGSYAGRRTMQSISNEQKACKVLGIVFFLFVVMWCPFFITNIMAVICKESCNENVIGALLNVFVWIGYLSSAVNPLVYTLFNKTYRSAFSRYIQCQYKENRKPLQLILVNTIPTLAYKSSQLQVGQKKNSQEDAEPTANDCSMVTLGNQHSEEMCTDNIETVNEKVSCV
Cardio protect: protects H9c2 cardiomyocytes from peroxide injury; H2O2 injury protection, ATPLite, 2 h; protection from H2O2 cell death, % at 20 µM; 0.63% of 360,000 active; AID 588492;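 active means compounds giving at least 50% protection of heart cells from peroxide-induced death in the single-dose screen, raw or plate-pattern-corrected value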;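 further: 0% = DMSO wells with peroxide and 100% = DMSO wells without peroxide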
NR2E3 ag-2: NR2E3 (human) agonism. GST-NR2E3/biotin-RetCOR TR-FRET, 1536-well. inhibition of corepressor binding, % at 4.78 µM. 0.12% of 320,000 active. AID 2300;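 active means percent inhibition above the cutoff of mean plus 3 SD of all tested compounds, set per screening campaign, cut at about 20% in these data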;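 further: 0% = DMSO wells and 100% = biotin wells as full block of FRET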
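Material: NR2E3–RetCOR corepressor complex / Incubation: Compound–protein incubation for 5 h at 4 °C / Dosing: compound at 4.8 µM, single dose / Detection: time-resolved FRET / Benchmarks: high control biotin, low control 0.6% DMSO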
PDI turbidity: PDI (human) enzyme inhibition | P07237 | PDI insulin aggregation turbidity, A650, 90 min | inhibition, % at 10 µM | 0.052% of 350,000 active | AID 588391;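 active means mean inhibition across replicates of 30% or more, whatever share of single replicates reach that level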;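 further: absorbance from insulin aggregation driven by PDI reduction with DTT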
CaV13 ICDI inh: Primary screen for inhibitors of IQ motif and Ca2+-dependent inactivation inhibitor domain binding in CACNA1D, Förster resonance energy transfer in living cells, …; HEK cells, CFP/YFP FRET ICDI-IQ, plate reader, 10 min; percent FRET-ratio fall versus neutral wells; inhibition, % at 12.3 µM; 0.098% of 340,000 active;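 active means mean replicate inhibition of at least 30% and at least 1% of replicates passing that level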;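 further: 0% = median of the neutral control wells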
Shn3 3UTR inh: Schnurri-3 reporter inhibition in Clone20 osteoblasts | inhibition, % at 12.5 µM | Clone20 osteoblast Shn3 3'UTR firefly luciferase, 24 h | 0.52% of 360,000 active;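 active means mean inhibition of at least 75% with every replicate also reaching 75%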;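 further: 0% = median of neutral control wells and 100% = pilot-screen positive control compound; some compounds past the cut are filed as inactive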
Active calls of the source: *; . = not tested or not shown.

SMILES	Peg3 promoter	NR2E3 ag-1	MITF TRPM1 inh	hiPSC survival	HIF-2a inh	m5-HT2A agonist	Cardio protect	NR2E3 ag-2	PDI turbidity	CaV13 ICDI inh	Shn3 3UTR inh
C=CCC(=O)OCCCCCCOc1ccc(C(=O)O)cc1	-5	-10	-2	-2.3	9	5	6	-1	-2	-5	-4
CSc1nnnn1-c1c(C)cccc1C	-12	2	18	-0.7	14	3	2	2	-13	-2	0
CCN(CC)S(=O)(=O)c1cccc(C(=O)N[C@H](C(=O)OCC(N)=O)C(C)C)c1	11	23	-4	-0.7	13	2	24	0	-2	-5	8
O=C(Nc1cccnc1)c1sc(Nc2ccccc2F)nc1-c1ccccc1	-5	4	5	2.0	2	-4	-4	-1	-3	6	7
COc1ccc([N+](=O)[O-])cc1NCc1ccco1	-10	-16	-6	-0.4	-27	0	-2	0	-1	-2	.
COc1ccc(NC(=O)CSc2nc(O)cc(=O)n2C)cc1	7	-27	1	2.5	9	-3	1	1	8	.	13
COc1cc(/C=N/NC(=O)c2ccc3c(c2)OCO3)ccc1O	-106	-62	-15	-0.1	-71	-4	-9	.	-2	-7	-28
Cn1cccc1CC(=O)N/N=C/c1cccc([N+](=O)[O-])c1	-1	-6	9	0.4	4	3	-5	2	4	-4	9
Cc1ccc(O)c(NC(=O)c2noc3c2CCCCC3)c1	-145	-82	-23	-1.3	-154	1	-6	9	5	5	-11
COCCCNC(=O)c1cccc2c(-c3ccnn3C)coc12	2	3	.	2.2	-10	4	-1	.	-50	-7	15
COc1ccc(-c2ccc(C(=O)Nc3ccc(NC(C)=O)cc3)c3occc23)c(C)c1	-88	-8	.	1.1	17	0	-6	.	-57	-7	23
CN1/C(=C/C(=O)C2CC2)C(C)(C)c2ccccc21	-15	8	-2	-0.2	-6	-2	-16	-1	0	-4	12
COc1ccc(NC(=O)CN2CCC(NC(=O)C3CCCCC3)CC2)c([N+](=O)[O-])c1	17	11	0	-0.4	18	0	5	-4	1	-7	10
O=C(O)c1cc(O)c2c(c1)C(=O)c1cc(O)cc(O)c1C2=O	-9	-11	.	2.1	25	-4	2	-4	.	.	-18
CNC(=O)Nc1cc(C(F)(F)F)cc(C(F)(F)F)c1	15	5	7	0.0	18	0	7	2	3	-5	.
COc1cc(=O)[nH]c(SCC(=O)Nc2ccc3ccccc3c2)n1	-4	-12	9	0.6	1	7	-3	3	2	-2	-3
O=C(c1cc(-c2cccs2)nc2ccccc12)N1CCN(S(=O)(=O)c2cccc(F)c2)CC1	15	-11	11	7.6	0	-2	18	0	-14	.	10
C=CCC[C@@H](Cc1ccc(F)cc1)C(=O)OC[C@H](C)NC(=O)[C@@H](CC=C)CC(=O)N[C@@H](CO)Cc1ccccc1	5	-20	0	-1.9	19	8	-3	.	2	-4	10
O=C(NNCc1ccc(O)cc1)c1ccccc1Cl	-118	-58	-36	0.7	-94	-5	-2	-2	-3	-7	-64
CCNC(=O)C1(C)CCN(C(=O)c2ccc(C)c(F)c2)C1 (stereo not given)	5	-11	.	-2.4	13	-10	-3	.	-4	-5	0
O=C(Cn1ncc2c([nH]c3ccccc32)c1=O)NCCCN1CCN(c2ccccc2)CC1	-11	18	6	-0.6	7	-9	3	-2	-5	-7	-4
CC(C)c1ccccc1OCC(=O)Nc1nnc(C2CC2)s1	-6	-5	-11	-0.5	-2	2	8	.	16	-7	-10
CN=C1c2ccccc2CN1c1cccc(C(=O)OC)c1	-36	-13	-4	1.0	-16	5	-21	-1	5	-7	-8
CCC(CC)C(=O)NCCc1ccc(OC)cc1	16	5	-10	0.9	8	-1	2	2	-1	-3	-16
COc1ccccc1C(NC(=O)C1CCN(CCOc2ccc(Cl)cc2)CC1)c1ccccn1 (stereo not given)	-4	-15	.	3.7	3	-5	-1	.	1	-5	17
C=CCN(c1cccc(C(F)(F)F)c1)S(=O)(=O)c1cccc(C(=O)OCC(=O)NCCC)c1	11	-1	-10	2.4	21	1	2	2	2	-5	0
C=CCn1c(SCC(=O)C23CC4CC(CC(C4)C2)C3)nc(O)cc1=O	1	19	.	2.3	19	-3	2	-1	-5	-5	1
NC(=S)NNC(=S)Nc1ccccc1	-11	10	0	2.6	5	-4	-5	3	-6	-1	-8
Cc1ccc2c(c1)C(SCC(=O)NCCc1ccccc1)CC1(CCCC1)O2 (stereo not given)	3	-21	8	-1.0	13	-5	-10	-2	.	-2	-9
COc1ccc(OC)c(C(C(=O)NC2CCCCC2)N(C(=O)c2snc(C(N)=O)c2N)c2ccccc2OC)c1 (stereo not given)	17	-10	-6	-0.2	3	9	-1	0	-5	-3	3
N#CC1(NC(=O)COC(=O)c2ccc(-c3ccc(O)cc3)cc2)CCCCC1	-157	-37	-31	-1.2	-120	-9	-18	5	-12	-5	-14
COc1ccc(S(=O)(=O)N2CCCC2C(=O)Nc2nnc(-c3cccnc3)s2)cc1 (stereo not given)	-4	-17	4	2.3	-5	1	0	0	1	.	7
Cn1c(N)c(C(=O)Nc2ccccc2F)sc1=S	-5	-13	-7	-0.5	-32	6	1	-1	16	-4	-10
COC(=O)c1c(-c2c(Cl)cccc2Cl)noc1NC(=O)NN1CCOCC1	18	-4	6	-0.4	22	-2	-3	4	-5	-2	20
Cn1cnnc1SCC(=O)Nc1ccccc1C(=O)NC1CC1	3	-16	5	-0.3	25	-2	3	4	-6	.	-13
c1ccc(-c2cn3nc4c(nc3n2)CCCC4)cc1	-3	-97	73*	-0.8	-91	3	-21	0	2	34*	16
C/C(=N\OCC(=O)OCC(=O)NCc1ccccc1)c1ccc2c(c1)OCO2	10	8	0	0.4	17	-6	3	-1	0	-5	6
CC(OC(=O)CNC(=O)c1ccc2ccccc2c1)C(=O)N(C)C1CCCCC1 (stereo not given)	-11	9	5	0.0	-4	3	-6	3	-6	-13	-7
CCCCNC(=O)c1onc(CSc2cccc(OCC)c2)c1C(=O)O	10	-18	-4	1.1	14	-1	-2	3	-2	-6	-23
Cc1ccc(S(=O)(=O)NCc2nc3nc(C)cc(C)n3n2)c(C)c1	-20	-24	.	5.1	-18	-1	-3	-1	.	-9	-6
CN(CC(=O)Nc1ccccc1Cl)CC(=O)Nc1c(F)cccc1F	-1	-9	6	-1.1	6	-2	-4	1	3	-2	0
O=C(COC(=O)/C=C/c1ccc(Cl)cc1)NCCC1=CCCCC1	9	-15	-5	0.6	14	1	-2	-1	14	-3	-8
CC(OC(=O)Cc1ccccc1[N+](=O)[O-])C(=O)NC(=O)NC1CCCCC1 (stereo not given)	9	36	7	-0.5	-4	2	0	0	6	-15	1
N#C/C(=C\c1ccccc1)C(=O)Nc1cccnc1	6	-40	1	-0.5	21	-1	5	1	-3	-4	-13
Cc1ccn2c(-c3csc(NCc4ccco4)n3)c(C)nc2c1	1	0	5	5.1	-13	3	-13	1	4	-5	30
CC(C)N(Cc1nccn1C)C(=O)c1ccc(OC2CCN(C(=O)C3CC3)CC2)cc1	11	-25	5	-0.6	0	-1	-4	-4	-3	-2	.
O=C(Nc1c[nH]c(=O)[nH]c1=O)c1cccc([N+](=O)[O-])c1	8	17	2	0.0	26	4	4	.	1	-5	5
O=C(c1ccc(Cl)c(S(=O)(=O)N2CCCCC2)c1)N1CCN(Cc2ccccc2)CC1	8	2	15	0.0	4	-7	-3	0	0	-6	8
NC(=O)CN(c1ccc([N+](=O)[O-])cc1)S(=O)(=O)c1ccccc1	12	7	8	0.5	9	-2	5	1	13	-3	6
CC1CCN(C(=O)CSc2nnc(CNC(=O)COc3ccc(Cl)cc3)o2)CC1	7	-2	18	4.7	23	0	-8	-4	-5	-2	6
OCCCc1nc2n(n1)C(c1ccccc1Cl)C=C(c1cccs1)N2 (stereo not given)	21	-15	-6	0.1	-2	4	7	2	2	.	-17
CCc1nnc(NC(=O)CSc2nnc(-c3ccccc3O)n2CC)s1	4	-4	-5	1.8	12	3	20	0	-4	-8	5
COc1ccc(-c2cc3c(=O)n(CC(=O)NCc4ccc(F)cc4)ncn3n2)cc1	-43	-7	.	-2.9	-21	-3	-14	-4	.	-7	5
CCOC(=O)c1cc2nc(Nc3ccc(OC)cc3)sc2s1	-132	-81	-24	3.5	-98	-9	-13	0	-1	-4	-37

6 structures from above, ordered by molecular weight, falling:
SMILES	Peg3 promoter	NR2E3 ag-1	MITF TRPM1 inh	hiPSC survival	HIF-2a inh	m5-HT2A agonist	Cardio protect	NR2E3 ag-2	PDI turbidity	CaV13 ICDI inh	Shn3 3UTR inh
O=C(c1ccc(Cl)c(S(=O)(=O)N2CCCCC2)c1)N1CCN(Cc2ccccc2)CC1	8	2	15	0.0	4	-7	-3	0	0	-6	8
CC1CCN(C(=O)CSc2nnc(CNC(=O)COc3ccc(Cl)cc3)o2)CC1	7	-2	18	4.7	23	0	-8	-4	-5	-2	6
OCCCc1nc2n(n1)C(c1ccccc1Cl)C=C(c1cccs1)N2 (stereo not given)	21	-15	-6	0.1	-2	4	7	2	2	.	-17
O=C(COC(=O)/C=C/c1ccc(Cl)cc1)NCCC1=CCCCC1	9	-15	-5	0.6	14	1	-2	-1	14	-3	-8
Cc1ccn2c(-c3csc(NCc4ccco4)n3)c(C)nc2c1	1	0	5	5.1	-13	3	-13	1	4	-5	30
O=C(Nc1c[nH]c(=O)[nH]c1=O)c1cccc([N+](=O)[O-])c1	8	17	2	0.0	26	4	4	.	1	-5	5
